Dicer processing – blocks human Dicer maturation of pre-miR-21. 6% of 47,000 active. z-score at 25 µM. cat-ELCCA pre-miR-21 Dicer processing, chemiluminescence; active compounds read high; in the data active means z-score above about 3, passing the limit was not always enough;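 further: plate controls were vehicle for no effect and no enzyme for full effect; higher signal means more uncleaved substrate so more Dicer inhibition; strong numbers were not always called active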
Target sequence (Q9UPY3 whole entry, looked up): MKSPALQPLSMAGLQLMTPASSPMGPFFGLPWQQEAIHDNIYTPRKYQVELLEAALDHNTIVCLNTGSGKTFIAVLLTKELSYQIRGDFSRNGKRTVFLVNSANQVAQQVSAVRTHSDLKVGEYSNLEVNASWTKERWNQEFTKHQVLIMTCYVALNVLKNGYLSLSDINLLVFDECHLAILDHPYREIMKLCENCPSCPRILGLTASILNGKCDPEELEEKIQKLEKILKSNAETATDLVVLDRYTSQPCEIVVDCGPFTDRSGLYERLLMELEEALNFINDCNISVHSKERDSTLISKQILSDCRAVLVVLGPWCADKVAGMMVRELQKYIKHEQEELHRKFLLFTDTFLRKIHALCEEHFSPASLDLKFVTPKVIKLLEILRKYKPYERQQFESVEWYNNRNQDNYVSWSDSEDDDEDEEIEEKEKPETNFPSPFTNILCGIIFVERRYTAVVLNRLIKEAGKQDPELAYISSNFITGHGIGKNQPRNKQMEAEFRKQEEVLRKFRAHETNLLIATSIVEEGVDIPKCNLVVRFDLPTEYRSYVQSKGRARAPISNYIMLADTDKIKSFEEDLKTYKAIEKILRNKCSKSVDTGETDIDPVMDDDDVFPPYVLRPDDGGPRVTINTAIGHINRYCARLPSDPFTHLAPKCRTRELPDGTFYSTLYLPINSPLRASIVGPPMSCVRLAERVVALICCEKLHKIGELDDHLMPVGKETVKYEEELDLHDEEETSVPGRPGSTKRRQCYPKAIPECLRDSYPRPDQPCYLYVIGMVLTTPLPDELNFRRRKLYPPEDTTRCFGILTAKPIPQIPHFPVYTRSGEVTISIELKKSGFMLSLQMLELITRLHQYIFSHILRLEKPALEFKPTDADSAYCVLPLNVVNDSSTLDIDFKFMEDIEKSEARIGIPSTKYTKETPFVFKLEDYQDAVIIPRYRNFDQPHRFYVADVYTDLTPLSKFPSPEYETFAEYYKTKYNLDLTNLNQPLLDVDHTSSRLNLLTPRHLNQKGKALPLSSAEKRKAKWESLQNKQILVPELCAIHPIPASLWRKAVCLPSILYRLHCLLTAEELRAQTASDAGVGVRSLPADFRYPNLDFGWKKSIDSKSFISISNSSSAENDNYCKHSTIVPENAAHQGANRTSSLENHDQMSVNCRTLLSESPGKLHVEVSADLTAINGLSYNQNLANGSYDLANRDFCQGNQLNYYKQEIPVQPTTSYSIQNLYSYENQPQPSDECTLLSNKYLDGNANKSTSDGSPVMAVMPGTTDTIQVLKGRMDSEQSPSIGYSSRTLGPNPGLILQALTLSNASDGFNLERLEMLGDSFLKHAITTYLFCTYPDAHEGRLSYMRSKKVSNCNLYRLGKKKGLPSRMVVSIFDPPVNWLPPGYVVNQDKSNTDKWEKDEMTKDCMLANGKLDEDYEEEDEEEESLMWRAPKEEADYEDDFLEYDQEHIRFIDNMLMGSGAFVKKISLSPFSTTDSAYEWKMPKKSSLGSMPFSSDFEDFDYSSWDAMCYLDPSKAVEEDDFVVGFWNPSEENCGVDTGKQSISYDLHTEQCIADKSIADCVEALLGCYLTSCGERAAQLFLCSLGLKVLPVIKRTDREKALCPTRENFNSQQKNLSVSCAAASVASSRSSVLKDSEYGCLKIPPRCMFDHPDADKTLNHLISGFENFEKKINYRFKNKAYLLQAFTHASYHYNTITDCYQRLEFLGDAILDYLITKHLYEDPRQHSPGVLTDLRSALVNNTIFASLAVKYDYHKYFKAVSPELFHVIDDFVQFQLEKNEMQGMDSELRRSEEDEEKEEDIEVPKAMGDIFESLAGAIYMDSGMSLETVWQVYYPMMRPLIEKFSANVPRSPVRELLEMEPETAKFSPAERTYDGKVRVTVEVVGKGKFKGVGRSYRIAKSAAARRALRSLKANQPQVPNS
Starred values were filed as active, the others as inactive; & = joins results of further samples. A portion of the library; the hit share may differ from the screen's.

SMILES | Dicer processing
Cc1sc2ncn(CC(=O)NCC(=O)O)c(=O)c2c1C | -1.1
N=S(Cc1ccc(Br)cc1)Nc1ccccc1 (configuration not stated) | -0.49
Cc1ccccc1OCC(O)Cn1c(C)[n+](C)c2ccccc21 (configuration not stated) | -0.51
Cc1ccnc(Nc2nc(-c3ccc(F)cc3)cs2)c1 | 2.1
CC(C)n1cnc2cc(NCc3ccco3)ccc21 | -0.27
COc1cccc(-c2nnc(SCC(=O)O)o2)c1 | -0.57
O=C(Cn1cc(Cl)c(=O)c(Cl)c1)N/N=C/c1ccc([N+](=O)[O-])s1 | -4.5
COc1ccc(N2CCN(c3oc(COc4ccccc4OC)nc3C#N)CC2)cc1 | -4.3
CN(C)/C=C1/C(=O)N(c2ccccc2)N=C1C(F)(F)F | -2.2
O=S(=O)(/C=C/c1ccccc1)c1ccc(F)cc1F | -2.1
Nc1ncnc2c1nc(N/N=C/c1ccc(OCc3ccccc3)cc1)n2[C@H]1O[C@@H](CO)[C@H](O)[C@@H]1O | 2.1
CCOC(=O)c1sc2nc(C)cc(C)c2c1N | -1.2
CCOC(=O)C1C(=O)CC(C)(O)C(C(=O)OCC)C1c1ccccc1 (configuration not stated) | 0.39
CCCc1n(CC(O)COc2cccc(OC)c2)c2ccccc2[n+]1C (configuration not stated) | -0.34
Cc1c(-c2ccnn2C(=O)c2ccc(C(F)(F)F)cc2)sc2ccccc12 | 12
CCOC(=O)c1cc(C#N)c(SC)nc1-c1ccccc1 | -0.52
Nc1nc(N)nc(-c2ccc(Cl)cc2)n1 | 0.84
O=c1cc(C(F)(F)F)nc(SCc2c(F)cccc2Cl)[nH]1 | -0.17
O=C(O)CNS(=O)(=O)c1ccccc1 | -4.1
Cc1ccc(S(=O)(=O)Nc2cc(Cl)c3oc(=O)sc3c2)cc1 | 11*
CSc1ncnc2c1nnn2Cc1ccc(F)cc1 | -0.29
O=C(N/N=C/c1ccc(Cl)cc1)c1cc(=O)nc2sccn12 | 0.42
COc1ccc(C2C(C(=O)OC3CCCC3)=C(C)NC3=C2C(=O)CC(C)(C)C3)cc1OC (configuration not stated) | -0.08
CCOC(=O)c1ccc2[nH]c(C)c(C)c2c1 | -1.1
Clc1ccc(OCc2cn3ccccc3n2)cc1 | 0.66
Cc1cc(C(=O)N2C=CC(C(F)(F)F)=NCC2)nn1C | 0.26
NS(=O)(=O)c1ccc(NC(=O)CN2CCc3ccccc32)cc1 | 1.2
CSc1nc2cc(-c3ccc(Cl)cc3)nn2c(N)c1S(=O)(=O)c1ccc(Cl)cc1 | -0.95
CN1C2C=C(N(CCc3c[nH]c4ccccc34)C(=O)c3ccccc3)CC1CC2 (configuration not stated) | 0
CCOC(=O)C1=C(C)NC2=C(C(=O)CC(C)(C)C2)C1c1ccc(OC(C)=O)cc1 (configuration not stated) | 6.8*

An excerpt from above in order of formula weight, rising.
SMILES | Dicer processing
O=C(O)CNS(=O)(=O)c1ccccc1 | -4.1
CCOC(=O)c1ccc2[nH]c(C)c(C)c2c1 | -1.1
Nc1nc(N)nc(-c2ccc(Cl)cc2)n1 | 0.84
Clc1ccc(OCc2cn3ccccc3n2)cc1 | 0.66
CSc1ncnc2c1nnn2Cc1ccc(F)cc1 | -0.29
Cc1cc(C(=O)N2C=CC(C(F)(F)F)=NCC2)nn1C | 0.26
CCOC(=O)c1cc(C#N)c(SC)nc1-c1ccccc1 | -0.52
O=C(N/N=C/c1ccc(Cl)cc1)c1cc(=O)nc2sccn12 | 0.42
O=c1cc(C(F)(F)F)nc(SCc2c(F)cccc2Cl)[nH]1 | -0.17
CCCc1n(CC(O)COc2cccc(OC)c2)c2ccccc2[n+]1C (configuration not stated) | -0.34
Cc1ccc(S(=O)(=O)Nc2cc(Cl)c3oc(=O)sc3c2)cc1 | 11*
Cc1c(-c2ccnn2C(=O)c2ccc(C(F)(F)F)cc2)sc2ccccc12 | 12
CCOC(=O)C1=C(C)NC2=C(C(=O)CC(C)(C)C2)C1c1ccc(OC(C)=O)cc1 (configuration not stated) | 6.8*
COc1ccc(C2C(C(=O)OC3CCCC3)=C(C)NC3=C2C(=O)CC(C)(C)C3)cc1OC (configuration not stated) | -0.08
CSc1nc2cc(-c3ccc(Cl)cc3)nn2c(N)c1S(=O)(=O)c1ccc(Cl)cc1 | -0.95

(further entries)
SMILES | Dicer processing
Cc1c(C(=O)O)nn(-c2ccc(Cl)cc2)c(=O)c1C#N | -0.25
O=C(O)C1CCCCN1S(=O)(=O)c1ccc2ccccc2c1 (configuration not stated) | -0.45
CCOC(=O)Cc1csc(NC(=O)Nc2ccc(C(C)(C)C)cc2)n1 | -0.95
O=C(c1ccc(Cl)cc1)c1c(O)cc(-c2ccc(Cl)cc2)oc1=O | 2.6
CCCCCOC(=O)C1=C(C)NC2=C(C(=O)CC(C)(C)C2)C1c1ccncc1 (configuration not stated) | 4.9
COc1cc2c(c(OC)c1OC)-c1ccc(OC)c(=O)cc1C(NC(C)=O)CC2 (configuration not stated) | -0.08
O=C(c1ccc(Cl)cc1)c1coc2c1cc(O)c1ccccc12 | -1.2
Cc1onc(-c2c(Cl)cccc2Cl)c1N(C)C(=O)N1CCCCC1 | 13
CCOC(=O)c1c(NS(=O)(=O)c2cccs2)sc2c1CCC2 | 2.9
Cc1ccc2nc(C)c3c(c2c1)N(c1ccccc1)CC3 | 1.6
COc1ccc(OCC(O)CNC(=S)Nc2ccccc2)cc1 (configuration not stated) | 1.5
COc1ccc(C2Nc3ccccc3NC3=C2C(=O)CC(C)(C)C3)cc1OCc1ccccc1 (configuration not stated) | -0.68
CC(C)(C)c1cc(C(c2ccccn2)N2CCN(CCO)CC2)cc(C(C)(C)C)c1O (configuration not stated) | -0.72
CCOc1ccc(C)cc1S(=O)(=O)n1cnc2cc(C)c(C)cc21 | -0.21
O=C(CSc1nc2ccccc2nc1N1CCCC1)Nc1ccc(Cl)cc1 | 2.5

2 records picked at random from the list so far, as already listed:
SMILES | Dicer processing
O=C(CSc1nc2ccccc2nc1N1CCCC1)Nc1ccc(Cl)cc1 | 2.5
CCOC(=O)Cc1csc(NC(=O)Nc2ccc(C(C)(C)C)cc2)n1 | -0.95

Continuation:
SMILES | Dicer processing
CC(=O)OCC1OC(n2ccc(=O)[nH]c2=O)C(O)C1O (configuration not stated) | -0.08
O=C1ON=C(c2ccccc2)/C1=C1\SC(C(=O)c2cccs2)=NN1c1ccc(Cl)cc1 | 2.6
COc1ccccc1NC(=S)N/N=C/c1ccco1 | 1.4
CCCC(=O)N1CC2(CCC)CN(C(=O)CCC)CC(CCC)(C1)C2=O | 0.02
COc1ccc(-c2nc3c4c5c(sc4ncn3n2)C(C)(C)NC(C)(C)C5)cc1OC | 0.88
CCn1ccnc1C(O)c1ccc(OC)c(OC)c1 (configuration not stated) | 1.4
FC(F)(F)c1ccnc(NCc2ccc(Cl)cc2)n1 | -0.53
CC(C)c1nn2c(=O)c(NC(=O)c3ccccc3)cnc2s1 | -1.1
O=c1[nH]nc(SCc2nc3ccccc3s2)n1Cc1ccco1 | -2.2
O=C(COc1ccccc1)N(Cc1cccs1)C1CCS(=O)(=O)C1 (configuration not stated) | 3.1*
CCn1nc2n(c1=O)-c1cc(C)ccc1OC2 | 0.41
CCCOC(=O)C1=C(C)NC2=C(C(=O)CCC2)C1c1cc(Br)c(O)c(OC)c1 (configuration not stated) | 0.17
CCCn1c(=O)c2[nH]cnc2n(-c2ccccc2C)c1=O | -0.8
CCOc1cc(C2C3=C(CCCC3=O)N(C)C3=C2C(=O)CCC3)ccc1O | 0.15
Cc1cc(C(C)(C)C)ccc1NC(=O)CSCC(=O)O | -0.28
CCN(CCS(=O)(=O)c1ccc(Cl)cc1)C(=S)Nc1ccc(Cl)c(Cl)c1 | -2.6
CCc1c(C)c(C#N)c2nc3ccccc3n2c1N1CCN(C(=O)c2ccco2)CC1 | 0.26
Nc1nc2c(c(=O)[nH]1)C(c1ccc(OCc3ccccc3Cl)cc1)CC(=O)N2 (configuration not stated) | 0.29
O=C1NN(c2ccccc2)C(=S)Nc2ccccc21 | -0.28
CCOC(=O)/C(C(=S)Nc1ccccc1)=C(\C)NCc1ccco1 | -0.59
Cc1ccc2c(c1)C(O)(CC(=O)c1ccc3c(c1)OCCO3)C(=O)N2 (configuration not stated) | 0.8
Cc1cc(C(F)F)n2nc(C(=O)Nc3ccc(F)cc3F)nc2n1 | 2.1
Cc1ccc(NC(=O)CCC(=O)O)cc1 | -0.07
CCOC(=O)c1csc(-c2ccc(C(F)(F)F)cc2Cl)n1 | 0.85
COc1c(Br)cc(-c2nnn(Cc3ccc(C)cc3)n2)cc1Br | -0.79
CN(CC[C@@H](Oc1ccc(C(F)(F)F)cc1)c1ccccc1)CC(=O)O | 1.6
CCC(CO)Nc1nc(NCc2ccccc2)c2ncn(C(C)C)c2n1 (configuration not stated) | -0.21
CC1CC(=O)C2=C(C1)Nc1nc3ccccc3n1C2c1cccs1 (configuration not stated) | 1.1
Cc1ccc(-c2nnc(NCc3ccccc3)c3ccccc23)cc1S(=O)(=O)NCCO | 0.06
OC(COC1CCCCC1)Cn1cnc2ccccc21 (configuration not stated) | 1.3
COc1cc2c(cc1OC)C(c1ccccc1Cl)NC(=O)C2 (configuration not stated) | 2.6
Cc1cc(-c2ccccc2)n2nc(-c3ccccc3)cc2n1 | 0.87
COC(=O)c1sc(SC)c(S(=O)(=O)C(C)C)c1N/N=C(\C#N)S(=O)(=O)c1ccccn1 | -0.5
N/C(=N\O)c1cccc(-n2cccc2)c1 | -0.1
O=C(Nc1nnc(-c2ccco2)s1)c1ccccc1Br | 0.78
Nc1ccc2c(C(F)(F)F)cc(=O)oc2c1 | -0.25
COc1ccc(C2C3CCc4ccccc4C3=NN2c2ccccc2)cc1 (configuration not stated) | 2.8
CC(C)(C)C1CCc2c(sc(NC(=O)c3ccco3)c2C(=O)N2CCCC2)C1 (configuration not stated) | 11
COc1cccc(C2CC(=O)Nc3nc(N)[nH]c(=O)c32)c1 (configuration not stated) | -0.75
CCOc1ccccc1C1C(C#N)=C2N=C(N)c3ccccc3N2C2=C1C(=O)CCC2 (configuration not stated) | 2.8
CSc1nc2cc(-c3ccc(Cl)cc3)nn2c(C)c1C(C)=O | 0.21
COc1cc(C2C(C#N)=C(N)Oc3n[nH]c(C)c32)ccc1OC(C)=O (configuration not stated) | -2.3
Cc1c(CO)c2ccccc2n1Cc1ccc(Br)cc1 | 0.5
Cc1ccccc1C1N=C(N)Nc2nc3ccccc3n21 (configuration not stated) | 2.3
CCCCn1c(C)nc2c(=O)oc3ccccc3c21 | -0.43
FC(F)(F)c1ccccc1N=C1CCCc2ccccc21 | 0.08
CC(C)n1c(COc2ccc(Cl)cc2)nc2ccccc21 | 0.69
O=C(Nc1cccnc1)c1ccco1 | -4.1
Cc1ccccc1CN1C(=O)C(O)(CC(=O)c2ccco2)c2cc(Cl)ccc21 (configuration not stated) | 2.3
CCn1c(=O)[nH]c2cc(Cl)c(Cl)cc21 | -2.5
C=CCOC(=O)C1=C(C)NC2=C(C(=O)CC(C)(C)C2)C1c1cc(OC)c(OC)cc1Br (configuration not stated) | -0.25
COc1cccc(NC(=O)Nc2nnc(COc3ccc(F)cc3)s2)c1 | 4.4*
Cc1nn(C)c2c1S(=O)(=O)N=C(N1CCOCC1)S2 | 0.34
CS(=O)(=O)c1ccc([C@@H](O)[C@@H](CF)NC(=O)C(Cl)Cl)cc1 | 6.8
NS(=O)(=O)c1ccc(CNC2CC(=O)N(c3ccc(Br)cc3)C2=O)cc1 (configuration not stated) | 22
CC(C)CC(=O)Nc1sc2c(c1C(N)=O)CCCC2 | -1.4
CSc1sc(NC(=O)N2CCOCC2)c(-c2ccc(Cl)cc2)c1C#N | -4.7
O=c1cc(O)c2c(=O)n3c4c(cccc4c2o1)CCC3 | 0.08
Cc1cc(Cc2cccs2)c(=O)[nH]n1 | 1.4
COc1ccc(NS(=O)(=O)c2ccc(NS(=O)(=O)c3ccc(C)cc3)cc2)nn1 | -0.33
Other structures follow:
SMILES | Dicer processing
CCOc1ccc(S(=O)(=O)N2CCSC2c2ccc(OC)c(OC)c2)cc1 (configuration not stated) | 3.3*
Cc1nn(S(=O)(=O)c2ccc(Cl)cc2)c(C)c1Cc1c(Cl)cccc1Cl | -0.89
CN(C)c1ccc(NC(=O)c2ccc(Cn3cc(Cl)cn3)o2)cc1 | -0.36
CS(=O)(=NS(=O)(=O)c1cc(S(=O)(=O)c2ccccc2)cs1)c1ccccc1 (configuration not stated) | -0.18
O=c1c2c3c(sc2[nH]c(=S)n1-c1ccccc1)CN(Cc1ccccc1)CC3 | 0.29
COc1ccc(-c2nnc(-c3ccncc3)o2)cc1 | -0.79
C=CCN1C(=O)C(O)(CC(=O)c2ccc(-c3ccccc3)cc2)c2ccccc21 (configuration not stated) | 1.8
CC1(C)C=Cc2cc(/C(N)=N/OC(=O)c3ccccc3)ccc2O1 | 0.28
CCCOc1ccc(C2c3c(oc4ccccc4c3=O)C(=O)N2c2nnc(C)s2)cc1 (configuration not stated) | -0.01
Cc1ccc(S(=O)(=O)N2CC3(C)CN(S(=O)(=O)c4ccc(C)cc4)CC(C)(C2)C3O)cc1 (configuration not stated) | 7.3
CSC1=N/C(=C\c2ccc(Cl)cc2)C(=O)N1Cc1ccc(Cl)cc1 | 0.77
CSc1nc2ccc(NC(=O)c3ccccc3C(F)(F)F)cc2s1 | -1.2
COc1ccccc1N1CC(C)(C)C(=O)N=C1Sc1ccc(C(F)(F)F)cc1[N+](=O)[O-] | -1.2
Cc1onc(-c2ccccc2)c1CNC(=O)Nc1ccc(F)cc1F | -0.24
CC(CO)NC(=O)OCC1c2ccccc2-c2ccccc21 (configuration not stated) | 4.9
COC(=O)c1sccc1N/N=C(\C#N)S(C)(=O)=O | 1.1
COCCCNC(=S)Nc1c(C)cccc1C | -1.4
Brc1c(NC2=NCCN2)ccc2nccnc12 | -0.69&-1
Brc1cc(Br)c2[nH]c3c(Br)cc(Br)cc3c2c1 | 0.81
CN(C)CCC=C1c2ccccc2CCc2ccccc21 | 0.88
O=[N+]([O-])c1c(Sc2ccc(C(F)(F)F)cn2)ncnc1Sc1ccc(C(F)(F)F)cn1 | -1.1
CSC(SC)=C(C#N)C(=O)c1cccc(C(F)(F)F)c1 | 5.1*
CC(=O)Cn1nc2n(c1=O)-c1ccccc1SC2 | -0.18
Cc1nc(-c2ccccc2)nc(SCc2c(F)cccc2Cl)c1C#N | 2.2
COc1cccc2c1c(NC(=O)C1CCN(C(=O)OCc3ccccc3)CC1)nn2C | 0.9
Cc1ccccc1-c1noc(CSc2nc(N)cc(=O)[nH]2)n1 | 1.1

Screening data deposited in PubChem by Center for Chemical Genomics, University of Michigan.
